# PfG6PD inh: PfG6PD (Plasmodium falciparum) enzyme inhibition | PfGluPho enzyme, NADPH resazurin-diaphorase fluorescence | inhibition, % at 20 µM | hit rate 0.78% among 350,000 | AID 504690;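 active means inhibition reaching at least a set limit at 20 µM in the primary screen, cut at about 59% in these data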;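 further: 0% = DMSO wells with substrate and 100% = DMSO wells lacking glucose-6-phosphate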
# SENP8 block-1: blocks the human protease SENP8; hit rate 1.2% among 330,000; inhibition, % at 10 µM; purified SENP8, Z-RLRGG-aminoluciferin cleavage, luminescence; AID 2540; in the data active means inhibition above about 50%
# HKDC1 inhibitor: HKDC1 (human) hexokinase inhibition; inhibition, % at 20 µM; recombinant HKDC1, G6PDH/diaphorase resazurin coupled fluorescence; AID 493160; hit rate 0.16% among 340,000;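 active means inhibition above about 35% when tested at 20 µM, limit read from the data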;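 further: plate controls were DMSO wells with enzyme for no effect and DMSO wells lacking enzyme for full effect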
#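 Incubation: 90 min at room temperature in dark / Material: recombinant HKDC1 (HK5) hexokinase enzyme, produced in-house / Quantity: enzyme 5 µg/mL final / Compound: one dose of 20 µM, 1% DMSO / Reagent: glucose and ATP substrates / Buffer or medium: Tris pH 8.0 buffer with MgCl2, Tween-20, BSA, BME / Technique: resorufin fluorescence at 613 nm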
# Apaf1 inhib: blocks human Apaf-1 apoptosome activity. O14727. reconstituted apoptosome caspase-3 activity, DEVD-Rh110 fluorescence. inhibition, % at 20 µM. hit rate 0.71% among 330,000; active means inhibition of at least 40% at 20 µM;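 further: plate controls were DMSO wells for no effect and DEVD-CHO caspase inhibitor wells for full effect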
#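 System: Apoptosome proteins | Medium: Hepes pH 7.5 with detergent and BSA | Also added: Cytochrome c trigger plus (Z-DEVD)2-Rh110 caspase-3 substrate | Incubation: 30 min compound preincubation, 50 min activation, room temperature | Detection: Rhodamine 110 fluorescence at Ex 480/Em 540 nm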
# SENP1 inh: blocks the human SENP1 SUMO protease catalytic domain. Q9P0U3. inhibition, % at 10 µM. recombinant SENP1 catalytic domain, CyPet-SUMO1-YPet FRET cleavage. hit rate 0.21% among 360,000;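 active means inhibition at least 30% at 10 µM, raw YFP signal under a set limit, fluorescence ratio 0.5 to 1.5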;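 further: 0% = enzyme with DMSO and 100% = no enzyme wells; some results filed as inactive read as strong as hits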
# Target sequence (Q9P0U3 419-644 limits assumed): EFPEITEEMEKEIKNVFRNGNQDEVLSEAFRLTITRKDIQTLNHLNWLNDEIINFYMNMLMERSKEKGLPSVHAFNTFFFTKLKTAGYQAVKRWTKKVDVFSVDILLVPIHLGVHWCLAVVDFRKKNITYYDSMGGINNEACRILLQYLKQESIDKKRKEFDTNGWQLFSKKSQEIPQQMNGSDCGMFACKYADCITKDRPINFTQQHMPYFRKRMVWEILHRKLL
#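 Compound: 10 µM single point, 0.5% DMSO; Test system: hSENP1 catalytic domain, recombinant; Timing: 50 min reaction at room temperature; Technique: FRET, CFP and YFP emission; Control set: no-enzyme wells low, DMSO-plus-enzyme wells high control.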
# SENP6 block: SENP6 protease inhibition. Q9GZR1. Recombinant SENP6 catalytic domain, aminoluciferin luminescence. inhibition, % at 10 µM. hit rate 1.8% among 330,000. AID 2599;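 active means inhibition above about 50% at the single tested dose, limit read from the data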;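 further: plate controls were DMSO wells with enzyme for no effect and DMSO wells lacking enzyme for full effect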
# Target sequence (Q9GZR1 628-1112 limits assumed): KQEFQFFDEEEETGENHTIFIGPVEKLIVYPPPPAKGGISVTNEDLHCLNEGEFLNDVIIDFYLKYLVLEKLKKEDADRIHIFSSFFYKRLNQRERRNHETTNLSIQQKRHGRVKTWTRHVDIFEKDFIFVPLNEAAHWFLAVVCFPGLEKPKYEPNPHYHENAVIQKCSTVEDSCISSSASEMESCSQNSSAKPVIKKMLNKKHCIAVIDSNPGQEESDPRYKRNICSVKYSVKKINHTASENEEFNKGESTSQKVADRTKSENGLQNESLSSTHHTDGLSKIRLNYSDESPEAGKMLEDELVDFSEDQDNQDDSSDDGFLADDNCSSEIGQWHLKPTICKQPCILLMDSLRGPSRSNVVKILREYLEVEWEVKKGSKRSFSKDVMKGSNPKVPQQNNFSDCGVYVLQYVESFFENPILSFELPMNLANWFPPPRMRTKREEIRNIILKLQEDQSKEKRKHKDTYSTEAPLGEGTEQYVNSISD
# SENP7 block: inhibitors of human SENP7 protease; recombinant SENP7, Z-RLRGG-aminoluciferin luminescence, 40 min; inhibition, % at 5 µM; hit rate 1.5% among 330,000;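 active means inhibition above about 50% at the single test dose, limit read from the data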;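 further: plate controls were DMSO with enzyme for no effect and no enzyme buffer wells for full effect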
# Target sequence (Q9BQF6 706-1050 limits assumed): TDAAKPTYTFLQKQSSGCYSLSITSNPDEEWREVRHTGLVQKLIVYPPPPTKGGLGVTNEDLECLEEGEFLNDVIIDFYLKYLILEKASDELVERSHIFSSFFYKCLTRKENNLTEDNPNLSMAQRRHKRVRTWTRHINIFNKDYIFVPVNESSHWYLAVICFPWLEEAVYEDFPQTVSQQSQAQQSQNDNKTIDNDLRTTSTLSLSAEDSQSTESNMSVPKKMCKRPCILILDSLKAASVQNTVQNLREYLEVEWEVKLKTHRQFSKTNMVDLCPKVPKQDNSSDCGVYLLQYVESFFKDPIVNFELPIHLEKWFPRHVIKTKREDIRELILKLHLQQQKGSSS
# SENP8 block-2: blocks human SENP8 cleavage of Nedd8 substrate. recombinant SENP8, Nedd8 substrate fluorescence. AID 602440. inhibition, % at 20 µM. hit rate 0.64% among 360,000. Q96LD8; in the data active means inhibition mostly above about 40%, no sharp cut-off; inactive means mostly below about 27%
# The depositor's hits bear a star; . = not tested or not shown.
# Values run as follows: PfG6PD inh	SENP8 block-1	HKDC1 inhibitor	Apaf1 inhib	SENP1 inh	SENP6 block	SENP7 block	SENP8 block-2
CC(C)CN(CC(C)C)CC(O)COc1ccccc1Br (stereo not drawn)
→ 17	-7	12	9	0	-8	-5	3
Cc1ccc(S(=O)(=O)NC(=O)c2cc(C)n(CCCn3ccnc3)c2C)cc1
→ -5	-2	-7	19	-1	-5	0	12
Cc1ccc(S(=O)(=O)NCC(=O)OCc2csc(-c3ccccc3)n2)cc1
→ 13	-3	5	14	0	-3	2	13
CCN(C(=O)COC(=O)CNS(=O)(=O)c1ccc(SC)c([N+](=O)[O-])c1)C1CCCCC1
→ 3	4	-1	20	-2	3	-1	13
C=C1CCN([C@@H](Cc2ccccc2)C(=O)NCc2ccc(Cl)c(Cl)c2)S(=O)(=O)c2ccccc21
→ -8	3	4	13	1	11	7	9
CCOC(=O)/C(C#N)=C\c1ccc(CC)s1
→ 7	-10	-6	9	-3	24	10	8
COc1ccc(S(=O)(=O)Nc2cc3c(C(C)=O)c(C)oc3c3ccccc23)cc1
→ -5	-5	10	25	-4	-4	-7	28
O=C(O)c1ccc(C2SCC(=O)N2Cc2ccccc2)cc1 (stereo not drawn)
→ -4	4	-3	-7	3	13	-5	23
NC(=O)COc1ccc(/C=N\NC(=O)CC(=O)NCCc2ccccc2)cc1
→ -6	3	1	-2	0	-22	3	13
CC1CCC(C(C)C)C(OC(=O)COC(=O)c2ccc(=O)[nH]c2)C1 (stereo not drawn)
→ 2	4	-1	14	0	1	10	20
CCc1ccc(C(=O)Nc2ccc3nc(C)ccc3c2)cc1
→ 34	5	3	8	-2	15	6	3
Cc1ccc(SCC(=O)NC(=O)NCc2ccccc2)c(C)c1
→ -16	0	3	13	1	-2	0	18
Cc1cc(=O)oc2cc(OCC(=O)N3CCN(c4ccc(F)cc4)CC3)ccc12
→ -11	-6	6	-7	0	-1	10	-32
CC(C)(C)OC(=O)C[C@@H]1C/C=C\C[C@@H](CC(=O)NCCO)C(=O)N[C@H](Cc2c[nH]c3ccccc23)COC1=O
→ -3	-7	-2	-3	-1	-7	1	-3
O=C(COc1cccc(C(F)(F)F)c1)Nc1cccnc1
→ 7	2	-3	-1	-1	-7	3	2
CCn1c(=O)c(C(=O)NNC(=O)c2ccccc2Cl)c(O)c2ccccc21
→ -17	2	-1	5	2	3	3	0
CCN1C[C@@H]2[C@@H]3C(=O)N(Cc4ccccc4)C(=O)[C@@H]3[C@](Cc3ccccc3)(C1=O)N2C(=O)c1ccccc1
→ -24	.	1	.	-4	.	.	2
N#Cc1ccc(CSc2nnc3ccccn23)cc1
→ -3	4	-1	-12	0	-16	-8	6
COC(=O)C1(c2ccccc2)NC(c2ccc(O)cc2)C2C(=O)N(c3ccc4c(c3)OCO4)C(=O)C21 (stereo not drawn)
→ -17	-3	-2	-12	1	-14	3	27
CCOC(=O)c1nn(C23CC4CC(CC(C4)C2)C3)c2c1C(=O)N(c1ccc(C)cc1)C2=O
→ 2	-4	-1	21	1	-23	2	16
CC(C)CCn1c(=O)c2ccccc2n2c(CN(C)Cc3ccccc3)nnc12
→ 8	-4	8	26	1	-7	-1	22
Cc1ccc(CNC(=O)c2cccc3c2C(=O)c2ccc(N4CCOCC4)cc2S3(=O)=O)cc1
→ 5	3	0	-4	-14	-4	2	-1
O=C(NC(=S)N1CCN(c2ccc([N+](=O)[O-])cc2)CC1)c1ccccc1Cl
→ -15	1	2	-3	-4	-8	8	39
CCOC(=O)C1=NOC(CNC(=O)c2ccccc2Cl)C1 (stereo not drawn)
→ -8	-3	-8	-6	2	-6	-4	13
Cc1ccc(S(=O)(=O)Nc2ncccn2)cc1
→ -10	-9	-7	-12	0	-8	14	18
CC(C)Oc1nc(-c2ccccc2O)nc2ccccc12
→ -11	-5	-1	5	0	-5	-13	5
COc1ccc(NC(=O)CN2C(=O)CSc3ccc(S(=O)(=O)N4CCC(C)CC4)cc32)cc1
→ 0	1	-1	19	2	6	0	8
CCOC(=O)c1sc2nc(C)nc(Nc3ccc(OC)c(OC)c3)c2c1C
→ 2	1	-3	5	0	-6	4	-82
CN(C(=O)COC(=O)c1cccnc1Nc1cccc(C(F)(F)F)c1)C1CCS(=O)(=O)C1 (stereo not drawn)
→ -7	-11	-3	7	-2	5	5	-120
C=CC[C@@H](Cc1ccc(F)cc1)C(=O)OC[C@@H]1CCCN1C(=O)[C@@H](CC=C)CC(=O)NCCO
→ 4	-7	-3	5	2	6	6	15
COc1ccc(C(C)NC(=O)c2ccc(Br)cc2)cc1OC (stereo not drawn)
→ -12	-6	-3	-16	-1	-14	-10	3
CN(CC(=O)NC1CC1)S(=O)(=O)c1ccc(Br)cc1
→ -11	-3	0	-1	2	-4	-11	2
O=C(CSc1ncnc2ccccc12)NCCc1ccccc1
→ 11	4	-6	-3	2	0	2	27
CC(=O)N/N=C/c1cc(C(C)C)cc(/C=N/NC(C)=O)c1O
→ 2	1	-21	-10	-26	-5	6	-51
CCCn1c(=N)n(CC(=O)c2ccc(Cl)cc2)c2ccccc21
→ 30	5	-2	2	-1	1	-5	23
CCCCCCC(=O)N1CCCC(c2nc(-c3cccc(OC)c3)no2)C1 (stereo not drawn)
→ 5	2	-2	14	2	-8	4	10
CC(NCc1ccc(S(N)(=O)=O)cc1)C(=O)NCc1ccccc1 (stereo not drawn)
→ 13	-10	-6	-2	0	-2	-1	10
C/C(=C\c1ccccc1)C(=O)Nc1nc2ccc([N+](=O)[O-])cc2s1
→ 12	-7	-6	1	-69	14	3	-18
COc1ccc(CNC(=O)C2CCN(S(=O)(=O)c3ccc4c(c3)CC(C)N4C(C)=O)CC2)cc1 (stereo not drawn)
→ 0	-3	-2	-4	2	-9	-7	2
CCCOc1ccc(C(=O)CCNc2ccc(C)c(Cl)c2)cc1
→ 0	-11	-9	-4	2	-2	-7	0
Cn1nc2sc3ccccc3n2c(=O)c1=O
→ 11	0	-3	4	-2	6	3	-24
CCc1ccc(NC(=O)CSc2nnc(CNC(=O)c3ccco3)o2)cc1
→ -6	-1	0	-5	3	-2	5	8
COC(=O)c1cc(NC(=O)C2COc3ccccc3O2)cc(C(=O)OC)c1 (stereo not drawn)
→ -12	-3	-7	11	1	-19	-6	-16
CCCCOc1ccc(/C(N)=N/O)cc1
→ -2	-4	-2	-15	1	10	3	8
COc1ccc(-c2cc(C(=O)NCc3ccco3)c3ccccc3n2)cc1
→ 8	-16	-1	1	-3	-9	-6	-430

# Two compounds picked at random from the list so far:
# Values run as follows: PfG6PD inh	SENP8 block-1	HKDC1 inhibitor	Apaf1 inhib	SENP1 inh	SENP6 block	SENP7 block	SENP8 block-2
CCCCOc1ccc(/C(N)=N/O)cc1
→ -2	-4	-2	-15	1	10	3	8
COc1ccc(-c2cc(C(=O)NCc3ccco3)c3ccccc3n2)cc1
→ 8	-16	-1	1	-3	-9	-6	-430

# Single values from above.
# COc1ccc(C(C)NC(=O)c2ccc(Br)cc2)cc1OC (stereo not drawn) in SENP1 inh reads -1
# CC(=O)N/N=C/c1cc(C(C)C)cc(/C=N/NC(C)=O)c1O in HKDC1 inhibitor reads -21
# CCc1ccc(NC(=O)CSc2nnc(CNC(=O)c3ccco3)o2)cc1 in HKDC1 inhibitor reads 0

# (listing goes on)
# Values run as follows: PfG6PD inh	SENP8 block-1	HKDC1 inhibitor	Apaf1 inhib	SENP1 inh	SENP6 block	SENP7 block	SENP8 block-2
COc1ccc(-c2noc(CN3CCN(C(=O)c4cccs4)CC3)n2)c(OC)c1OC
→ -3	-6	-6	-5	2	-6	0	19
CCOC(=O)C1(CCC(C)C)CC(CSc2nc3ccccc3[nH]2)OC1=O (stereo not drawn)
→ 4	-3	-2	7	3	-12	8	2
COc1ccc(NC(=O)N(C)C[C@H]2Oc3ccc(NS(=O)(=O)c4ccccc4)cc3C(=O)N([C@H](C)CO)C[C@@H]2C)cc1
→ 0	.	-8	.	1	.	.	15
CCOc1cc(C(=O)NC(C)COC)cc(OCC)c1OCC (stereo not drawn)
→ -17	-1	-3	-4	2	-9	2	12
COc1cc(/C=C/C(=O)Nc2cccnc2)cc(OC)c1OC
→ 11	-2	-5	-6	1	0	-10	-230
O=C(NCCc1ccccn1)c1ccc(OC(F)F)cc1
→ -2	-6	-1	-16	2	5	-2	0
CSc1nsc(SC)c1NC(=O)Nc1ccccn1
→ -3	8	6	-7	-1	13	-5	14
CN(c1ccc(OCC(=O)OCC(=O)c2c(N)n(C)c(=O)n(C)c2=O)cc1)S(=O)(=O)c1ccc2ccccc2c1
→ -18	-2	9	-7	0	26	2	9
COc1cccc(C2=CC(c3ccccc3)n3nnnc3N2)c1 (stereo not drawn)
→ 15	.	2	.	25	.	.	-11
Cc1cc(C)nc(N/N=C2/CCSc3ccc(F)cc32)n1
→ 32	-7	-7	-1	-2	-13	-7	5
Nc1nnc(-c2cccc([N+](=O)[O-])c2)s1
→ 7	1	12	8	3	-9	8	9
CC1=CC(C)(C)N(C(=O)CSc2nnc(N)s2)c2cc(C)c(C)cc21
→ -9	9	-10	1	-1	17	8	7
C=CCN(c1ccccc1Cl)S(=O)(=O)c1cccc(C(=O)NCCc2ccc(OC)cc2)c1
→ -8	-2	-4	10	0	-9	6	11
Fc1ccccc1NC(=S)NCc1ccccc1
→ -12	12	-1	-6	0	5	8	5
COc1ccc(CCNC(=O)C(=O)Nc2ccc3nc4n(c(=O)c3c2)CCCCC4)cc1OC
→ 18	-7	6	15	1	-6	-12	13
Cc1ccccc1OCC(=O)Nc1nnc(-c2ccncc2)s1
→ -5	2	0	-7	-3	-17	-1	-448
CCNC(=S)N(CCc1c(C)[nH]c2ccccc12)Cc1cccnc1
→ -1	1	-2	13	-5	-13	3	4
CC(C)c1ccc(Nc2ncccc2C(=O)O)cc1
→ -7	95*	0	0	4	95*	98*	10
COc1ccccc1N1CCNC(C)C1=O (stereo not drawn)
→ -1	-8	2	-3	-1	11	-10	1
Cc1cc(/C=C2/NC(=S)NC2=O)c(C)n1-c1cccnc1
→ -6	-3	1	-11	-16	-5	1	-100
CCOC(=O)c1ccc(NC(=O)c2cc(S(=O)(=O)N3CCOCC3)ccc2O)cc1
→ -27	3	-5	-2	-2	4	-6	-482
CC(=O)N1c2ccc(S(=O)(=O)N3CCCC3)cc2CC1C(=O)Nc1cc(C)cc(C)c1 (stereo not drawn)
→ 3	1	-2	17	0	7	7	22
CC(C)CSc1nc2ccccc2n1CC(N)=O
→ 11	-3	-6	-16	0	-9	3	9
COc1ccc(S(=O)(=O)NCCc2c(C)nn(C)c2Oc2ccccc2)cc1
→ 8	1	-2	9	2	0	0	27
COc1ccc(N(CC(=O)NC(C)(C)C)C(=O)CCC(=O)Nc2nccs2)c(OC)c1
→ 11	-1	-2	-13	0	0	-3	8
Fc1ccc(-c2n[nH]c(=S)n2CC2CCCO2)cc1 (stereo not drawn)
→ 37	0	-1	13	-1	1	3	7
COc1ccc(NC(=O)CSC2=NCCN2)cc1
→ -4	5	-3	-16	2	-3	3	14
Cc1ccc(N=C2C(=O)Nc3ccccc32)cc1
→ 11	-8	-6	5	3	-8	-2	9
CCC(CO)Nc1ncnc2c1cnn2-c1ccc(OC)cc1 (stereo not drawn)
→ -5	-9	0	4	-1	-8	1	-156
CC(=O)N(C1=C(O)c2ccccc2C(=O)C1=O)C1CCCCC1
→ -1	5	-4	6	-3	3	8	19
COc1ccc(C)cc1NC(=O)COCC(=O)O
→ 4	-4	10	-17	2	-16	-1	14
NC(=O)Nc1ccc(C(=O)OCC(=O)c2c[nH]c3ccccc23)cc1
→ -13	-12	7	-2	-8	10	-3	3
